Screening data from PubChem BioAssay.
HT1080 IDH1KD tx = HT-1080 IDH1 knockdown cell toxicity (counter line); HT-1080 IDH1 knockdown viability, ATP luminescence, 48 h; Potency, µM (doses to about 46.1 µM), for the others: top-dose activity, negative = toxicity, actives largely listed as cytotoxic; 2% of 360,000 active; AID 686971;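 note: 0% = DMSO wells and -100% = cell-free medium wells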
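Assay cells: HT-1080 with IDH1 knockdown, 750 per well, RPMI/5% FBS. Exposure: 48 h at 37 °C following 2 h pre-incubation. Read: CellTiter-Glo luminescence; fitted concentration-response, curve class assigned.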
GLP1R inv ag = inverse agonists of human GLP-1 receptor | HEK293 GLP-1R CRE-luciferase, luminescence, 24 h; GLP-1R form is constitutively active | Potency, µM (doses to about 38.3 µM), inactives show at the top dose activity change, negative = inhibition, hits mostly inhibitors | 1.6% of 410,000 active; note: % is set by controls: 0 for no effect and ±100 for the full control effect; nearly all actives have a fitted effect of over 55% in size
Target sequence (P43220 whole entry, looked up): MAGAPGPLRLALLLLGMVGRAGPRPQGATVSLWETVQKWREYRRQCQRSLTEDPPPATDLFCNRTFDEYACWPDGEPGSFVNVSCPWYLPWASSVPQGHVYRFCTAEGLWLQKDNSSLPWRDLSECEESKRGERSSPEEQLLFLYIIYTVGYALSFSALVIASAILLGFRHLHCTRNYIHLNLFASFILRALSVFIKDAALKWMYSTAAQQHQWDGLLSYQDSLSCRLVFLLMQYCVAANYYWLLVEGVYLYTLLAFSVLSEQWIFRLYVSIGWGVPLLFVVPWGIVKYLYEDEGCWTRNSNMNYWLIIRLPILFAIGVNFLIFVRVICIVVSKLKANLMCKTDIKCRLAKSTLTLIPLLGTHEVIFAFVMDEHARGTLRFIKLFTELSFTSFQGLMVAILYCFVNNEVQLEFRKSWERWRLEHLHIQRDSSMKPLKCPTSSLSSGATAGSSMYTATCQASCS
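Inverse agonists were sought by their lowering of basal cAMP reporter luciferase output in HEK293 cells stably carrying constitutively active human GLP-1R, after 24 h compound treatment.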
KB-3-1 cytotox = KB-3-1 parental cell cytotoxicity; 1.4% of 400,000 active; Potency, µM (top dose mostly 46.1 µM), for inactives: at the top dose activity change, negative = cytotoxic, usual class: cytotoxic; KB-3-1 viability, CellTiter-Glo ATP luminescence, 72 h; note: % is set by controls: 0 for no effect and ±100 for the full control effect; nearly all actives have a fitted effect of over 60% in size
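Cells are dispensed, compounds pinned in, plates held at 37 °C for 72 h, then CellTiter-Glo is added and luminescence read after 10 minutes. Cell line: parental KB-3-1 in phenol-red-free DMEM, 10% FBS.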
HT1080NT lethal = kills 2HG-producing HT-1080-NT fibrosarcoma cells. HT-1080-NT fibrosarcoma viability, CellTiter-Glo ATP luminescence, 48 h. Potency, µM (doses to about 46.1 µM), for inactives: top-dose activity, negative = less viability, hits mostly cytotoxic. 1.6% of 360,000 active. AID 686970;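 note: NT is the 2HG producing partner of a matched IDH1 knockdown line; 0% = DMSO-treated cells and -100% = media-only wells without cells; nearly all actives have a fitted effect of over 55% in size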
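Luminescent CellTiter-Glo readout after 48 hours of compound exposure at 37 degrees C defined viability of HT-1080-NT cells. Activity was normalized to DMSO wells and cell-free media wells; concentration-response curves were fitted and assigned curve classes.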
SW480 rerep = DNA re-replication induction in SW480 cells; SW480 DNA re-replication, Hoechst DNA content imaging, 48 h; Potency, µM (top dose mostly 46.1 µM), inactives show at the highest dose re-replication activation, actives largely listed as activators; 1.8% of 340,000 active; AID 624297; note: % of control where 0% means no effect; nearly all actives have a fitted effect of over 55% in size
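Cells (250 per well) received 23 nL compound or DMSO by pin tool and were kept 48 hr at 37 C, 5% CO2. Nuclei were then stained with Hoechst for 40 min and scanned for DNA content.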
GLP1R ag = activates the human GLP-1 receptor | 0.007% of 380,000 active | AID 624172 | P43220 | HEK293 GLP-1R CRE-luciferase, luminescence, 4-6 h; cells express a hypersensitive GLP-1R form | Potency, µM (series often up to 45.6 µM), for inactives: at the top dose activation, hits mostly activators; note: % of control where 0% means no effect
KB-V1 cytotox = KB-V1 MDR subline cytotoxicity. KB-V1 MDR cells viability, CellTiter-Glo, 72 h. Potency, µM (highest dose often 46.1 µM), for inactives: at the highest dose activity change, negative = cytotoxicity, most hits filed as cytotoxic. 3.4% of 400,000 active. AID 1347076; note: % is set by controls: 0 for no effect and ±100 for the full control effect; nearly all actives have a fitted effect of over 60% in size
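KB-V1 cells (P-gp-expressing MDR subline of KB-3-1) in phenol-red-free DMEM with 10% FBS were exposed to library compounds over a concentration series for 72 h at 37 degrees C. Viability read by CellTiter-Glo luminescence; concentration-effect curves fitted after normalization.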
HEK293 tox = cytotoxic in the GLP-1 receptor inverse agonist counter-screen. HEK293 cAMP-luciferase reporter cells, luminescence, 24 h. Potency, µM (top dose mostly 38.3 µM), without a hit: top-dose activity change, negative = inhibition, actives largely listed as inhibitors. 0.13% of 410,000 active. AID 624418;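 note: loss of luciferase light is scored as toxicity; % is set by controls: 0 for no effect and ±100 for the full control effect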
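To flag toxic compounds, the library was rerun on cells for 24 hr at 37 deg C and 5% CO2. Viability-linked luminescence was captured 12 min after adding luciferase detection reagent.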
TDP-43 yeast inh = rescues yeast growth from TDP-43 toxicity; TDP-43 expressing yeast growth rescue, BacTiter-Glo, 24 h; Potency, µM (series often up to 46.1 µM), without a hit: at the top dose growth rescue (activation), hits mostly activators; 1.8% of 410,000 active; AID 652104; note: % of control where 0% means no effect; nearly all actives have a fitted effect of over 50% in size
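Luminescence from BacTiter-Glo reports growth of TDP-43-expressing yeast after 24 hr at 30 deg C with compound. Cells were raffinose-pregrown to mid-log, then seeded in galactose medium at OD600=0.02.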
An asterisk follows results filed as active; ? = inconclusive; · = no result given; [ ] = dose if it differs, or a comment. Calls come from the whole dose curve; as a rule, active = well fitted curve in the direction sought with a large enough effect; inconclusive = small, poorly fitted or top-dose-only effect, or another doubt; inactive = no such curve, though single readings can be large; an effect the other way counts as inactive or inconclusive. Potency is the fitted concentration of half-maximal effect.

A first look:
Molecule	KB-3-1 cytotox	GLP1R inv ag	SW480 rerep	HT1080NT lethal	HT1080 IDH1KD tx	KB-V1 cytotox	GLP1R ag	TDP-43 yeast inh	HEK293 tox
CCOc1ccc(NC(=O)c2ccc(F)c(S(=O)(=O)N3CCN(c4ccccn4)CC3)c2)cc1	-10%	-26%	2%	-18%	?	2.3µM*	1%	-3%	3%
Cc1ccccc1S(=O)(=O)Nc1ncc(C(F)(F)F)cc1Cl	?	?	?	-2%	0%	?	-2%	0%	13%
Cc1cccc(C)c1NC(=O)C(NS(=O)(=O)c1ccc2c(c1)CCC(=O)N2)c1ccccc1 (stereo not given)	0%	15%	·	·	·	-7%	·	5%	1%
O=C1N(c2ccccc2C(F)(F)F)O[C@]1(c1ccccc1)C1CCCCC1	-20%	?	13µM*	-15%	-12%	5%	-1%	3%	14%
c1ccc(COC2COC3C(OCc4ccccc4)COC23)cc1 (stereo not given)	-15%	-11%	-1%	5%	15%	12%	-5%	?	-5%
O=[N+]([O-])c1ccc(NCCCO)c(S(=O)(=O)N2CCOCC2)c1	10%	3%[7.66 µM]	-2%	-1%	1%	1%	0%	4%	2%[7.66 µM]
COc1ccc(C(C(=O)Nc2ccc(F)cc2)N2CCN(c3cccc(C(F)(F)F)n3)CC2)cc1 (stereo not given)	-12%	?	·	-3%	-5%	-17%	·	30%	-15%

Results (from the top)
Molecule	KB-3-1 cytotox	GLP1R inv ag	SW480 rerep	HT1080NT lethal	HT1080 IDH1KD tx	KB-V1 cytotox	GLP1R ag	TDP-43 yeast inh	HEK293 tox
CCOc1ccc(NC(=O)c2ccc(F)c(S(=O)(=O)N3CCN(c4ccccn4)CC3)c2)cc1	-10%	-26%	2%	-18%	?	2.3µM*	1%	-3%	3%
Cc1ccccc1S(=O)(=O)Nc1ncc(C(F)(F)F)cc1Cl	?	?	?	-2%	0%	?	-2%	0%	13%
Cc1cccc(C)c1NC(=O)C(NS(=O)(=O)c1ccc2c(c1)CCC(=O)N2)c1ccccc1 (stereo not given)	0%	15%	·	·	·	-7%	·	5%	1%
O=C1N(c2ccccc2C(F)(F)F)O[C@]1(c1ccccc1)C1CCCCC1	-20%	?	13µM*	-15%	-12%	5%	-1%	3%	14%
c1ccc(COC2COC3C(OCc4ccccc4)COC23)cc1 (stereo not given)	-15%	-11%	-1%	5%	15%	12%	-5%	?	-5%
O=[N+]([O-])c1ccc(NCCCO)c(S(=O)(=O)N2CCOCC2)c1	10%	3%[7.66 µM]	-2%	-1%	1%	1%	0%	4%	2%[7.66 µM]
COc1ccc(C(C(=O)Nc2ccc(F)cc2)N2CCN(c3cccc(C(F)(F)F)n3)CC2)cc1 (stereo not given)	-12%	?	·	-3%	-5%	-17%	·	30%	-15%
OC(COCc1ccc2c(c1)OCO2)CN1CCCCC1 (stereo not given)	0%	-1%	10%	-7%	1%	-11%	-3%	-8%	1%
CCC(c1nnnn1CCc1ccccc1)N1CCN(C(=O)c2ccco2)CC1 (stereo not given)	10%	1%	-6%[9.22 µM]	1%	1%	-7%	0%	-1%	1%
O=c1[nH]cc(COCC(F)CCl)c(=O)[nH]1 (stereo not given)	0%	4%	-8%	0%	0%	1%	-4%	-5%	8%
Nc1sccc1C(=O)N1CCN(c2ccccc2)CC1	11%	3%	·	-10%	0%	1%	·	0%	-11%
Cc1ccnc(NC(=O)c2cc(-n3cnnc3)ccc2Cl)c1	7%	16%	-2%	7%	-3%	-5%	-15%	10%	4%
O=C(c1cncc(Br)c1)N1CCN(S(=O)(=O)c2ccc3ccccc3c2)CC1	14%	-30%	2%	8%	1%	-3%	-4%	19%	12%
CC(=O)Nc1ccc(NC(=O)CN(c2cc(Cl)ccc2Cl)S(C)(=O)=O)cc1	-2%	-26%	?	9%	1%	0%	11%	9%	-9%
COc1ccc(CNC(=O)C2CSCCS2)cc1 (stereo not given)	13%	0%	-7%	8%	9%	4%	0%	2%	5%
O=C(NCC(=O)N1CC(O)CC1C(=O)N1CC(O)CC1C(=O)OCc1ccccc1)OCc1ccccc1 (stereo not given)	-16%	-4%	?	0%	4%	0%	3%	20%	0%
Cc1ccc(C2Nc3ccccc3C(=O)N2CCCN2CCOCC2)cc1 (stereo not given)	-2%	11%	-20%	3%	0%	-24%	0%	15%	11%
O=C(COC(=O)/C=C/c1ccccc1[N+](=O)[O-])NCC(F)(F)F	2%	0%	-43%[inhibitor]	-7%	-7%	0%	-5%	3%	4%
COc1cc(C2N=C(N)Nc3nc4ccccc4n32)ccc1OCCC(C)C (stereo not given)	-6%	4%	·	·	·	0%	3%	11%	-11%
CCOC(=O)c1cnc2cc(-c3ccc(C(C)(C)C)cc3)nn2c1N	-16%	-1%	-3%	1%	-1%	-1%	5%	-10%	19%
COc1ccc(OCC(=O)NNC(=S)NC(=O)c2ccc([N+](=O)[O-])cc2)cc1	-29%	1%	0%	-3%	-8%	?	1%	-32%[inhibitor]	-5%
CCOc1ccc(-c2cccc(NS(=O)(=O)c3cccc([N+](=O)[O-])c3)c2)nn1	3%	-2%	·	2%	2%	4%	-7%	19%	-10%
CCOC(=O)C1CCCN(c2c(N3CCN(c4cccc(Cl)c4)CC3)c(=O)c2=O)C1 (stereo not given)	9%	6%	-5%	-3%	-2%	15%	-1%	15%	-1%
Cc1cc(=O)[nH]c(SCc2ccc(Cl)cc2)n1	-3%	0%	-13%	-13%	-14%	16%	12%	?	-1%
Nc1ccc(C(=O)Nc2ccc3c(O)cc(S(=O)(=O)O)cc3c2)cc1	-6%	-23%	2%	-3%	1%	9%	0%	-38%[inhibitor]	-1%
CN1CCN(C(CNC(=O)c2ccccc2F)c2ccc3c(c2)OCO3)CC1 (stereo not given)	-1%	-2%	·	·	·	-3%	·	23%	-14%
CN(Cc1ccccc1)C(=O)COc1cccnc1[N+](=O)[O-]	19%	-3%	0%	2%	0%	14%	5%	0%	-10%
CCOC(=O)c1c(C)[nH]c(C2=NNC(=NC3CC3)SC2)c1C	-10%	?	-22%	-2%	-11%	-13%	-4%	0%	-6%
Cc1cc(N2CCCC2)nc2ccc(NC(=S)NC(C)C)cc12	-21%	?	?	4%	10%	1%	8%	6%	-26%
Cc1ccc(C(=O)OCC(=O)Nc2ccc3[nH]c(=O)[nH]c3c2)cc1[N+](=O)[O-]	5%	47%[activator]	-5%	14%	14%	?	11%	-10%	4%
CCCn1c(SC(C)C(=O)NCC2CCCO2)nc2sc3c(c2c1=O)CCC3 (stereo not given)	5%	-17%	-4%	-6%	-2%	5%	14%	-12%	-24%
COc1ccccc1NS(=O)(=O)c1ccc(O)c(C(=O)OCC(=O)c2ccc(Cl)cc2Cl)c1	-1%	-4%	2%	7%	0%	-9%	-1%	-18%	5%
CCOC(=O)c1nn(-c2ccccc2C)c(=O)c(C#N)c1C	-1%	7%	1%	5%	3%	29%	6%	-2%	7%
CCOC(=O)c1c(NC(=O)CCC(=O)O)sc2c1CC(C)(C)OC2	7%	1%	-4%	2%	9%	0%	4%	-26%	5%
Cc1ccc(Nc2nc3ccccc3c(=O)s2)cc1	2%	17%	4%	-9%	-2%	26%	4%	23%	0%
CCn1nc(C(=O)Nc2ccc(N3CCOCC3)cc2)c2ccccc2c1=O	-3%	9%	-10%	-16%	?	8%	20%	?	-2%
CN1C(=O)c2ccccc2C(C(=O)NCC2CCCO2)C1c1c[nH]c2ccccc12 (stereo not given)	2%	2%	-5%	1%	22%	4%	2%	1%	-3%
CN(C)CCN(C(=O)CCc1ccccc1)c1nc2c(F)cc(F)cc2s1	1%	-4%	-3%	-1%	2%	0%	-3%	8%	-16%
Cc1ccc(-c2[nH]c3cc(C(=O)NCCCn4ccnc4)ccc3c(=O)c2O)cc1	0%	16%	-6%	-2%	9%	6%	1%	2%	-24%
CCN(CC)C(=O)c1cccc(NC(=O)c2cc(C3CC3)nc3c2cnn3C(C)C)c1	-1%	?	-6%	0%	0%	27%	23%	15%	-32%
C=CC(C)(O)CCCC(C)CCCC(C)CCCC(C)C (stereo not given)	0%	9%	-1%	25%	13%	15%	4%	7%	5%
C=CCN(Cc1ccc(Cl)s1)C(=O)c1cc(S(=O)(=O)N2CCOCC2)ccc1F	-22%	?	-2%	-3%	-11%	-6%	2%	10%	2%
